Assay outcomes deposited in PubChem BioAssay by National Center for Advancing Translational Sciences (NCATS).
IL2 activator: activates IL-2 in a cell-based reporter assay. hit rate 0.065% among 360,000. AID 652025. activation, % (series mostly up to about 46 µM). IL-2 activation reporter assay, cell-based qHTS; stimulated with anti-CD3/CD4/CD28 beads; in transgenic mouse T cells; in the data active = activation above about 50%; inconclusive = mostly about 30% to 49%; also: 0% is about no effect
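Using fluorescent plate cytometry, EGFP and DsRed are detected in transgenic mouse T cells stimulated 18 h at 37 degrees C with antibody-coated beads after 60 min compound pretreatment.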
EPAC2 ag: agonists of human EPAC2 (RAPGEF4). Potency, µM (titrated, usually from 154 µM), for the others: at the highest dose activation, usual class: activators. Q8WZA2. EPAC2 activation, biochemical qHTS; response scale: 100% = 6.5 mM cAMP response. hit rate 0.079% among 360,000; also: potency is read from the fitted curve at half-maximal effect; nearly all actives have a fitted effect of over 50% in size
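qHTS, titration series. 100 nM EPAC2 / 250 nM Rap1B-BODIPY-GDP / 50 uM GDP; RT; ex 480/em 540 nm, 5-min reads to 30 min. Norm. to 6.5 mM cAMP = activation.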
PLK1 PBD block: inhibitors of human PLK1 polo-box domain binding. hit rate 2.8% among 360,000. P53350. Plk1 PBD binding of FITC phosphopeptide, fluorescence polarization. AID 720504. Potency, µM, without a hit: max response, negative = inhibition, actives largely listed as inhibitors; also: potency is read from the fitted curve at half-maximal effect; series mostly up to about 57 µM; % is scaled to controls: 0 for no effect and ±100 for the full control effect; nearly all actives have a fitted effect of over 65% in size
Target sequence (P53350 whole entry, looked up, the tested form may be a part): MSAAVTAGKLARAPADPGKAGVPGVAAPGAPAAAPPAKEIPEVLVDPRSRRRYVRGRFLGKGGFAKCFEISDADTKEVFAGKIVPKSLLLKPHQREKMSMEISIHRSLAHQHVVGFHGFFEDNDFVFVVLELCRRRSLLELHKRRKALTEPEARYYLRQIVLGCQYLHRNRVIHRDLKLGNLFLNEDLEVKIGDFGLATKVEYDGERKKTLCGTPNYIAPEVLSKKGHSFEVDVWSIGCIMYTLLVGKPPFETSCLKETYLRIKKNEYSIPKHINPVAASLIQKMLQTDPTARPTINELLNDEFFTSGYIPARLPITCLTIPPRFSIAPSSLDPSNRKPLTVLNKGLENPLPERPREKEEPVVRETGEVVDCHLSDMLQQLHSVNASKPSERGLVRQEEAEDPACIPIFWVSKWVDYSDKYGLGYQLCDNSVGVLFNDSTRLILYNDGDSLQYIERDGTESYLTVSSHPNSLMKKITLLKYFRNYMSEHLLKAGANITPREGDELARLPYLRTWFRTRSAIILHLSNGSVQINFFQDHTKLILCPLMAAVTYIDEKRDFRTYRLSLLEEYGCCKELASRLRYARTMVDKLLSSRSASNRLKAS
PI5P4Ka inh: blocks human PI5P4K alpha kinase activity | P48426 | hit rate 1.2% among 330,000 | AID 652105 | PI5P4Kalpha enzyme, ADP-Glo luminescence, 60 min; stronger effect = lower value | max response, %; active = max response of -50% or lower; inconclusive = between -30% and -50%; inactive = -30% or higher; also: value at the top dose of about 77 µM; % is scaled to controls: 0 for no effect and ±100 for the full control effect
Target sequence (P48426 whole entry, looked up): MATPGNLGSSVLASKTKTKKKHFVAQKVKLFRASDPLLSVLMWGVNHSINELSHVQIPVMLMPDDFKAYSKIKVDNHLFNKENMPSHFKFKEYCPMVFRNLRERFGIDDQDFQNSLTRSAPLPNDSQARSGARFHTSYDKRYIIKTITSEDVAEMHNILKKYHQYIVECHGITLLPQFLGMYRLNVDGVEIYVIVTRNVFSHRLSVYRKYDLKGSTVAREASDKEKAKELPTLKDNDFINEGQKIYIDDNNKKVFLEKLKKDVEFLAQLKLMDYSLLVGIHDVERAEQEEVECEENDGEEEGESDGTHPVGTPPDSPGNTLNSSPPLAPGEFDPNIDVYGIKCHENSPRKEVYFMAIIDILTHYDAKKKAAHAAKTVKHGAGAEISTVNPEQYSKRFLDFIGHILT
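Controls without substrate or without enzyme flank wells where PI5P4Kalpha converts substrate using 5 microM ATP (final). Incubation lasts 60 minutes at room temperature; ADP formed is read by ADP-Glo luminescence.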
CCT modulator: modulators of cytosolic chaperonin (CCT/TRiC) activity. AID 651819. purified chaperonin ATPase assay, HTRF ADP detection, 30 min. hit rate 0.3% among 360,000. activity change, % (concentration not given with the values), hits read low; in the data active = activity change below about -30%; also: % is scaled to controls: 0 for no effect and ±100 for the full control effect
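ATPase activity: ADP formed was measured by HTRF Transcreener (665/615 nm ratio) after 30 min at 37 deg C with 10 uM ATP. Compounds screened at one 76 uM concentration against 40 or 20 nM TRiC in Tris pH 7.4/KCl/MgCl2/DTT buffer.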
WRN helicase inh: blocks human WRN helicase; WRN helicase unwinding, fluorescent forked duplex, kinetic; hit rate 0.46% among 360,000; Potency, µM (highest dose often 114 µM), without a hit: at the top dose activity change, negative = inhibition, most hits filed as inhibitors; Q14191; also: potency is read from the fitted curve at half-maximal effect; % is scaled to controls: 0 for no effect and ±100 for the full control effect; nearly all actives have a fitted effect of over 55% in size
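Kinetic fluorescence helicase assay: unwinding of a quenched forked DNA duplex (100 nM final) with 2 mM ATP final raises red fluorescence (525/598 nm). Compounds sat 15 min at room temperature with 20 nM WRN beforehand.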
EPAC1 ag: EPAC1 (human) agonism. hit rate 0.073% among 360,000. EPAC1 agonist qHTS, biochemical assay; response scale: 100% = response to 6.5 mM cAMP. Potency, µM (titrated, usually from 154 µM), inactives show top-dose activation, hits mostly activators. O95398. AID 720707; also: potency is read from the fitted curve at half-maximal effect; nearly all actives have a fitted effect of over 60% in size
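Fluorescent GDP-exchange assay: 100 nM EPAC1 with 250 nM Rap1B preloaded with BODIPY-GDP and 50 uM GDP; compounds tested as concentration series, 5 min at room temperature, then read every 5 min for 30 min (ex 480/em 540 nm); normalized to 6.5 mM cAMP.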
EPAC1 antag: antagonists of human EPAC1; EPAC1 GEF assay, Rap1b-BODIPY-GDP exchange fluorescence; O95398; Potency, µM (doses to about 115 µM), without a hit: at the highest dose activity change, negative = inhibition, usual class: inhibitors; hit rate 0.14% among 360,000; AID 720709;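 also: potency is read from the fitted curve at half-maximal effect; plate controls were vehicle for no effect and positive control for full effect; nearly all actives have a fitted effect of over 50% in size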
Numbers without * were called inactive; ? = inconclusive; . = not tested or not shown; [ ] = another dose, or the depositor's remark. Unless noted, calls follow the shape of the dose curve; as a rule, active = well fitted curve in the direction sought with a large enough effect; inconclusive = small, poorly fitted or top-dose-only effect, or another doubt; inactive = no such curve, though single readings can be large; an effect the other way counts as inactive or inconclusive. Not all compounds are listed; rates above refer to the full screens.

The line under a structure holds: IL2 activator | EPAC2 ag | PLK1 PBD block | PI5P4Ka inh | CCT modulator | WRN helicase inh | EPAC1 ag | EPAC1 antag
1. Fc1ccccc1N1CCN(CC2CCCCC2)CC1
  -0.2 | 10% | -5% | 2 | -2.0 | -1% | 4% | -5%
2. C=CCOC(=O)C1=C[C@H](c2ccc(Br)cc2)C[C@H](OCc2ccc(CO)cc2)O1
  0.4 | 7% | -5% | -1 | 0.6 | -5% | 11% | -10%
3. O=C(CN1CCN(Cc2ccccc2)CC1)N1N=CCC1c1ccccc1 (centres undefined)
  3.9 | 7% | ? | 5 | -4.7 | 4% | 5% | -9%
4. CCNC(=S)N(CCCO)Cc1cc2cc3c(cc2[nH]c1=O)OCCO3
  -2.6 | 4% | -19% | 1 | -3.4 | 12% | 0% | -8%
5. O=C(Nc1cccc(-c2ccc(N3CCOCC3)nn2)c1)c1ccccc1Cl
  -3.3 | 7% | 0% | 2 | -1.0 | -7% | -9% | -4%
6. C/C(CC(=O)Nc1cccc2c1CCCC2)=N\NC(=O)c1cccc2ccccc12
  1.3 | -2% | 0% | 8 | -0.8 | -10% | 9% | -10%
7. COc1cc2ccccc2cc1C(=O)N1CCN(c2ccccn2)CC1
  -3.0 | 0% | 2% | 0 | -2.3 | 0% | 2% | -7%
8. COc1cccc(C(=O)NN2CCOCC2)c1
  -0.7 | 7% | -16% | 3 | -2.5 | 0% | 4% | 1%
9. COc1cccc(C(=O)N2CCC[C@H]2C(=O)N2CCC[C@H]2C(=O)NCc2ccncc2)c1
  0.0 | 6% | -9% | -1 | -0.7 | 8% | 0% | -5%
10. COc1cc2[nH]c(=S)n(Cc3cccs3)c(=O)c2cc1OC
  0.8 | 9% | -8% | -1 | -9.6 | -6% | 1% | 15%
11. CCCN(CCC)CCCNC(=O)CC1Nc2ccccc2NC1=O (centres undefined)
  -0.2 | 8% | -8% | -3 | -2.8 | 5% | -1% | -10%
12. COc1ccc(CN(C)CC(=O)Nc2ccc(N3CCOCC3)cc2)cc1OC
  0.0 | 7% | 3% | -7 | -1.3 | -27%[57.1 µM] | 3% | -13%
13. CC1CCCN(S(=O)(=O)c2ccc(Cl)s2)C1 (centres undefined)
  0.5 | 17% | -13% | -4 | -1.1 | 13% | 13% | 5%
14. COc1ccc(C2/C(=C(\O)c3cccc(OC)c3)C(=O)C(=O)N2c2ccccn2)cc1 (centres undefined)
  -2.3 | -4% | -7% | . | -1.5 | 13% | 4% | 15%
15. O=C(COc1ccc(S(=O)(=O)NC2CCCCC2)cc1)NCCC1=CCCCC1
  0.2 | -62%[inhibitor] | -5% | -7 | 0.6 | -3% | -21% | 1%
16. O=C(Cc1ccccc1)N1CCc2[nH]nc(-c3ccccc3)c2C1
  -0.3 | 3% | 3% | -8 | -0.2 | 6% | -3% | -1%
17. COc1ccc(-c2nc(CSCC(=O)N3CCN(C4CCCCC4)CC3)c(C)o2)cc1OC
  -1.9 | 7% | -10% | 9 | -2.3 | 0% | 9% | -13%
18. CN(C(=S)NC(=O)c1ccccc1)c1c(N)n(Cc2ccccc2)c(=O)[nH]c1=O
  -1.3 | -9% | -2% | -5 | 1.2 | 1% | -2% | -12%
19. Cn1c(=O)c2c(nc(Br)n2CCSc2nnnn2-c2ccccc2)n(C)c1=O
  -3.3 | 3% | -7% | . | 0.6 | 10% | 1% | 15%
20. CCOc1ccccc1NC(=O)CN(c1ccc(C)cc1)S(=O)(=O)c1c(C)n[nH]c1C
  -2.5 | 11% | 3% | 7 | -1.1 | -14% | 7% | -14%
21. CCC(C)C(N)C(=O)NC(CCC(=O)OCc1ccccc1)C(N)=O (centres undefined)
  3.0 | 0% | -8% | -1 | 0.1 | 12% | 6% | 14%
22. COc1ccc(-c2c(C(=O)c3ccccc3)[nH]c(N)c2C(=O)NCc2ccccc2)cc1OC
  -0.1 | 2% | 1% | -5 | 0.7 | 2% | -5% | 10%
23. COc1cccc(NC(=O)C2(C)CCN2C(=O)C2CCCCC2)c1 (centres undefined)
  0.1 | -1% | -12% | 0 | -1.3 | 4% | 1% | 2%
24. COc1cccc(CN2CCNC(=O)C2CC(=O)N(C)CCC2CCOCC2)c1 (centres undefined)
  -0.7 | 6% | -14% | -1 | 0.2 | 2% | 19% | 1%
25. CC(C)C[C@@H]1O[C@H](CCc2ccccc2)Cc2[nH][nH]c(=O)c21
  -0.2 | 7% | -11% | 15 | -0.9 | 2% | -11% | -13%
26. Clc1nnc(N2CCCCC2)c2ccccc12
  0.5 | 0% | -7% | 0 | 0.2 | -3% | 2% | -18%
27. Cc1noc(C)c1S(=O)(=O)N1CCN(S(=O)(=O)c2ccccc2C#N)CC1
  -0.1 | 6% | -8% | -3 | -1.1 | 12% | 7% | -9%
28. CCOc1cc(C(=O)N(C)Cc2cc3ccccc3[nH]c2=O)cc(OCC)c1OCC
  -0.2 | 0% | 0% | 3 | 0.1 | -9% | 7% | -10%
29. O=C(CCN1CCCC1=O)NC1CCCc2c1cnn2-c1ccccc1F (centres undefined)
  -2.1 | 9% | -11% | 4 | 0.6 | -2% | -2% | 11%
30. COC(=O)c1cnc(SCC(=O)c2ccccc2)n1C
  1.5 | -7% | 3% | 0 | 0.7 | 7% | -2% | -20%
31. CN(CC(=O)Nc1ccc(Cl)c(C(F)(F)F)c1)C(=O)CCN1C(=O)C2CC=CCC2C1=O (centres undefined)
  -5.5 | 5% | -2% | 1 | -4.1 | 13% | -4% | 2%
32. COC(=O)C1CSC(C(=O)OC)N1C(=O)CN1CCN(c2ccc(OC)cc2)CC1 (centres undefined)
  -0.5 | 2% | -6% | 0 | -3.0 | 9% | -13% | 6%
33. Cc1cc(C(=O)N2CCN(C(c3ccccc3)c3ccccc3)CC2)on1
  2.1 | 0% | 2% | 3 | 0.4 | -8% | -10% | 2%
34. CC(=O)c1cn(C2OC(CO)C3OC(C)(C)OC32)c(=O)n(C)c1=O (centres undefined)
  -2.1 | 8% | -10% | -3 | -2.2 | 7% | 7% | -3%
35. C=CCN1C=C2C(=O)C(C)(OC(=O)CC)C(=O)C=C2C=C1CCCC (centres undefined)
  -1.8 | 6% | -24% | -3 | -0.8 | 0% | -2% | -19%
36. C[C@@H]1CN([C@H](C)CO)C(=O)CCCn2cc(nn2)CO[C@H]1CN(C)S(=O)(=O)c1ccc(Oc2ccccc2)nc1
  0.5 | 11% | -20% | 6 | -1.0 | 6% | 9% | -9%
37. CCOC(=O)C1CCN(C(=O)CCNS(=O)(=O)c2ccc3c(c2)CCN3C(=O)CC)CC1
  -2.8 | -4% | 2% | -2 | 1.0 | -2% | 2% | 26%
38. Cc1ccc(-c2cc(C(=O)Nc3ccccc3C(N)=O)c3ccccc3n2)o1
  -0.7 | 4% | ? | -20 | 0.5 | ? | -9% | -25%
39. COc1ccc(CN2C(=O)[C@@H]3C(c4ccccc4Cl)=NO[C@@H]3C2=O)cc1
  -0.5 | 15% | -9% | 2 | 1.6 | 11% | 0% | -19%
40. COc1ccccc1CNC(=O)CN1NS(=O)(=O)c2ccccc2C1=O
  0.0 | 2% | 4% | 0 | 2.2 | 9% | -13% | -16%
41. COCCn1c(C)nc2oc3ccc(Br)cc3c(=O)c2c1=O
  5.3 | 2% | -6% | . | -1.1 | 4% | 14% | -7%
42. CN1CCN(CC(=O)N(Cc2c(C#N)c3ccccc3n2C)c2ccccc2)CC1
  -4.9 | 1% | -6% | 2 | -1.6 | 2% | 8% | -9%
43. Cc1cc(=O)oc(C)c1C(=O)NCCN1CCOCC1
  1.7 | 3% | -9% | . | 0.3 | 1% | 2% | -3%
44. CCn1c(C)nc2cc(C(=O)NNS(=O)(=O)c3ccc(C)c(C)c3)ccc21
  1.0 | 14% | -10% | 5 | -0.9 | 12% | -7% | 2%
45. COc1ccc(N2CCN(C(=S)NCc3ccccc3)CC2)cc1
  -1.1 | -20% | 1% | -7 | 1.6 | 8% | 3% | -13%
46. COc1ccc(OCC(=O)N2CCN(C(=O)c3ccco3)CC2)cc1
  -2.1 | 2% | -19% | -10 | -1.1 | 4% | 3% | -5%
47. CC(=O)c1c(C)[nH]c(C(=O)OCC(=O)Nc2ccccc2Cl)c1C
  -6.5 | 1% | -1% | -6 | 0.4 | -3% | 4% | -16%
48. Fc1ccc(NC(=S)N2CCN(c3ccccn3)CC2)cc1Cl
  -0.7 | 4% | -10% | 1 | -1.6 | 4% | 8% | -3%
49. CCS(=O)(=O)N1Cc2cc(C(=O)N(C)C)nc(-c3cccc(-c4ccc(F)cc4)c3)c2[C@@H]1CCO
  -0.7 | 2% | -6% | -3 | -2.0 | 2% | 9% | -4%
50. CCOc1cc2c(cc1C=O)OC(C)C2 (centres undefined)
  -1.9 | -7% | 3% | -2 | -1.5 | -2% | -6% | -1%

Entries listed so far with a Cl atom (7):
The line under a structure holds: IL2 activator | EPAC2 ag | PLK1 PBD block | PI5P4Ka inh | CCT modulator | WRN helicase inh | EPAC1 ag | EPAC1 antag
5. O=C(Nc1cccc(-c2ccc(N3CCOCC3)nn2)c1)c1ccccc1Cl
  -3.3 | 7% | 0% | 2 | -1.0 | -7% | -9% | -4%
13. CC1CCCN(S(=O)(=O)c2ccc(Cl)s2)C1 (centres undefined)
  0.5 | 17% | -13% | -4 | -1.1 | 13% | 13% | 5%
26. Clc1nnc(N2CCCCC2)c2ccccc12
  0.5 | 0% | -7% | 0 | 0.2 | -3% | 2% | -18%
31. CN(CC(=O)Nc1ccc(Cl)c(C(F)(F)F)c1)C(=O)CCN1C(=O)C2CC=CCC2C1=O (centres undefined)
  -5.5 | 5% | -2% | 1 | -4.1 | 13% | -4% | 2%
39. COc1ccc(CN2C(=O)[C@@H]3C(c4ccccc4Cl)=NO[C@@H]3C2=O)cc1
  -0.5 | 15% | -9% | 2 | 1.6 | 11% | 0% | -19%
47. CC(=O)c1c(C)[nH]c(C(=O)OCC(=O)Nc2ccccc2Cl)c1C
  -6.5 | 1% | -1% | -6 | 0.4 | -3% | 4% | -16%
48. Fc1ccc(NC(=S)N2CCN(c3ccccn3)CC2)cc1Cl
  -0.7 | 4% | -10% | 1 | -1.6 | 4% | 8% | -3%
